Assay outcomes deposited in PubChem BioAssay by National Center for Advancing Translational Sciences (NCATS).
Lipid storage S3: qHTS Assay for Lipid Storage Modulators in Drosophila S3 Cells | lipid storage change, negative = inhibition, % at the top dose, mostly 46.1 µM; hits show Potency in µM | 0.64% of 320,000 active | Drosophila S3 cells, BODIPY lipid droplet fluorescence, 18-24 h; cells fed with added oleic acid | AID 2685; active = well fitted inhibition curve with a large enough effect in the signal ratio, with a control signal flat, not every such curve was filed as active; inconclusive = small, poorly fitted or top-dose-only effect, or effect the other way, or a change in a side signal; the % refers to the signal ratio
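Drosophila S3 cells got compounds at several concentrations plus oleic acid (400 uM solution). Laser-scanning cytometry with 488 nm excitation read lipid droplets at 500-530 nm and cells at 575-640 nm. Percent activity was relative to 20 uM Triacsin C.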
Lipid storage S3 cell count max: further read-out of Lipid storage S3, marked with its call; cell number change, %; measured here: cell count max response;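 cells counted by Cell Tracker Red CMTPX staining in the red channel; peak over a dose series mostly up to 46.1 µM; percent activity relative to internal control wells on each plate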
The depositor's hits bear a star; i = inactive; ? = inconclusive; · = not tested or not shown. % is scaled to controls: 0 for no effect and ±100 for the full control effect; potency is read from the fitted curve at half-maximal effect.

SMILES	Lipid storage S3	Lipid storage S3 cell count max
CCOC(=O)c1cn(CC)c2c(ccc3ccccc32)c1=O	?	·
CC(NC(=O)CNC(=O)c1ccco1)c1ccccc1 (centres undefined)	?	·
CN(c1ncc(C(F)(F)F)cc1Cl)N1C(=O)c2cccc(N)c2C1=O	-4.4%	5.4
C=CCOc1ccc(/C=C/C(=O)OCC(=O)N(C)C2CCS(=O)(=O)C2)cc1 (centres undefined)	?	·
CN(C(=O)c1ccc(Br)cc1)C1CCS(=O)(=O)C1 (centres undefined)	?	·
N/C(=N\c1nc2c(c(=O)[nH]1)CCCC2)Nc1ccc(Oc2ccccc2)cc1	-0.9%	-1.6
S=c1[nH]c(-c2ccccc2)cs1	i	·
CN(CC(=O)Nc1ccc(F)cc1)C(=O)COC(=O)c1ccccc1	?	·
Clc1ccc(-c2cc3ccccc3nc2N2CCOCC2)cc1	?	·
CC(C)c1ccc(/C=C/C(=O)NC2CCCCC2)cc1	?	·
CC(C)(C)OC(=O)N1CCCC1C(=O)NCCc1ccccc1 (centres undefined)	13.8%	-9.2
CC(C)n1c(O)c(N=NC(=O)CNC(=O)c2cccnc2)c2ccccc21	i	-5.7
O=C(CC1CCCC1)N1CCCC(Nc2ccc(F)cc2)C1 (centres undefined)	?	·
COc1ccc(-n2nc3c(c2NC(=O)c2ccc(N4C(=O)CCC4=O)cc2)CSC3)cc1	?	·
CC(C)NC(=O)COC(=O)Cn1[nH]c(=O)c2ccccc2c1=O	?	·
CC(C)Nc1nnc(SCC(=O)NCc2ccc3c(c2)OCO3)s1	?	·
Nc1nc(Cl)nc2ccc(Br)cc12	?	·
Cc1noc(/C=C/N(C)C)c1S(=O)(=O)N(C)CC(=O)N1CCc2ccccc21	24.8%	·
COc1ccc(N2CCN(C(=O)c3ccc4c(=O)n(CCc5ccc(OC)c(OC)c5)c(=O)[nH]c4c3)CC2)cc1	-2.6%	-0.6
CSCC(=O)N1CCc2ccc(NC(=O)c3ccccc3Cl)cc2C1	?	·
CC(C)(C)c1ccc(OCc2ccc(C(=O)N/N=C/c3ccc([N+](=O)[O-])cc3)o2)cc1	8.4%	-16.0
COc1ccc(-n2ncc3c(NCc4ccccn4)ncnc32)cc1	?	·
COCCn1c(C)cc(/C=N/NC(=O)c2cc3ccccc3cc2O)c1C	17.1%	23.1
COc1ccc(C(=O)N2CCN(c3nc4ccccc4o3)CC2)cc1OC	?	·
COc1ccccc1CNc1ncnc2cc(OC)c(OC)cc12	-21.0%	-17.9
O=C(Nc1ccccc1N1CCOCC1)c1ccccc1[N+](=O)[O-]	i	·
COc1ccc(-c2cn[nH]c2-c2ccc(OCc3ccc([N+](=O)[O-])cc3)cc2O)cc1	?	·
CCC(=O)Nc1ccccc1C(=O)OCC(=O)c1ccc2ccccc2c1	?	·
CC12CN3CCN(CC(C3)/C1=N\NC(=O)c1ccccc1N)C2	12.7%	0.0
CN1C(=O)/C(=C\C=C2/CCCN2C)N(C)C1=S	?	·
CCOc1ccc(NC(=O)c2cc3n(n2)C(C(F)(F)F)CC(c2ccco2)N3)cc1 (centres undefined)	?	·
O=S(=O)(Nc1ccc(N2CCOCC2)cc1)c1cc(Cl)ccc1Cl	?	·
Cn1c(=O)c2c(nc(CN3CCCCC3)n2Cc2c(F)cccc2Cl)n(C)c1=O	4.0%	16.6
CCOC(=O)N1CCC(N(CCN(C)C)C(=S)Nc2cccc(SC)c2)CC1	-8.1%	-14.4
O=C(Nc1nc2ccccc2s1)NC1CCCCC1	?	·
CCN(CC)CCNC(=O)CSc1c2c(nc3cc(Cl)ccc13)CCCC2	12.0%	-2.9
CSC1=NC(C)(C)CC2(C)Nc3ccccc3N12 (centres undefined)	0.5%	17.2
Cc1cc(OCC(O)CN2CCN(c3ccccn3)CC2)cc(C)c1Cl (centres undefined)	5.0%	-14.5
CCn1c(SCC(=O)NCc2ccccc2)nc2ccccc2c1=O	?	·
O=C(CN(CCc1ccccc1)C(=O)c1csnn1)NC1CCCC1	?	·
COc1cc2cc3c(N)c(C(=O)NCc4ccco4)sc3nc2cc1OC	?	·
CNC(=S)N/N=C/c1ccccc1OCC(=O)O	1.2%	13.7
Brc1ccc(CNc2nc3ccccc3n2CCN2CCCCC2)cc1	0.2%	3.6
COCC(C)NS(=O)(=O)c1ccc(C)cc1 (centres undefined)	?	·
O=C(N/N=C/C=C/c1ccccc1)c1cc2c(ccc3ccccc32)o1	?	·
Cc1cccc(NC(=O)Cn2cnc(S(=O)(=O)N3CCCC3)c2)c1C	4.9%	2.9
Cc1ccc(C2C(C(=O)c3sc(C)nc3C)=C(O)C(=O)N2CCN(C)C)o1 (centres undefined)	?	·
C=C(C)Cn1cnc2c(oc3nc4c(cc32)CCCC4)c1=O	?	·
CN1CC(=O)N2Cc3[nH]c4ccccc4c3C[C@H]2C1=O	i	0.7
NS(=O)(=O)c1ccc(CNC(=O)c2ccccc2SCC(=O)N2CCCC2)cc1	?	·
(list continues)
SMILES	Lipid storage S3	Lipid storage S3 cell count max
COc1ccc(S(=O)(=O)N2CCC(Cc3ccccc3)CC2)cc1NC(C)=O	i	-0.8
O=C(Cc1ccccc1)Nc1nonc1NC(=O)c1ccccc1	?	·
O=C(CC1C(=O)NCCN1Cc1ccc(-c2ccccc2)cc1)NCCc1ccccn1 (centres undefined)	18.5%	2.9
COC(=O)CCN(C(=O)c1ccc(N2CCCC2)c([N+](=O)[O-])c1)c1ccccn1	?	·
O=C(CCNC(=O)c1ccccc1Cl)Nc1cccc(S(=O)(=O)N2CCCC2)c1	?	·
Cc1ccc(S(=O)(=O)N2CCCCC2)cc1NC(=O)Cn1ccsc1=N	?	·
Cc1ccc2nc(SCC(=O)NCc3ccccc3)nc(=O)n2c1	?	·
O=C(COc1ccc(Br)cc1)Nc1ccc(S(=O)(=O)Nc2ccccn2)cc1	?	·
COc1ccccc1C(=O)NNC(=O)c1cccc(C)c1	?	·
COc1ccc(NS(=O)(=O)c2ccc(NC(=S)NC(=O)c3ccc(F)cc3)cc2)nn1	11.1%	-1.3
Cc1ccc2cc3c(nc2c1)N(c1ccccc1)CC3	?	·
Cc1ccc(S(=O)(=O)N2CCCCC2)cc1NS(=O)(=O)c1ccc(Cl)c(C(=O)O)c1	?	·
CSc1ccccc1C(=O)OCC(=O)N1CCN(C(C)=O)CC1	?	·
Cc1cccc(-n2cc(CN3CCN(C(=O)c4ncn[nH]4)CC3)c(-c3cccc(F)c3)n2)c1	25.3%	4.0
Cc1cc(/C=C2/NC(=O)N(c3ccccc3)C2=O)c(C)n1-c1cccnc1	?	·
Cc1ccc(S(=O)(=O)N(C)C)cc1NC(=O)COC(=O)C1(c2ccccc2)CC1	i	-9.5
Cc1ccc(-c2noc(COc3ccccc3C)n2)cc1	i	·
CCOc1ccccc1NS(=O)(=O)c1cccs1	10.3%	4.6
Cc1c(/C=N/n2cnnc2)c2ccccc2n1CCOc1ccccc1	?	·
COc1ccc(-c2ccc(=O)n(Cc3cc(=O)n4ccccc4n3)n2)cc1	?	·

Ordered by length of the SMILES (rising): part of the list above.
SMILES	Lipid storage S3	Lipid storage S3 cell count max
CCOc1ccccc1NS(=O)(=O)c1cccs1	10.3%	4.6
Cc1ccc(-c2noc(COc3ccccc3C)n2)cc1	i	·
COc1ccc(-c2ccc(=O)n(Cc3cc(=O)n4ccccc4n3)n2)cc1	?	·
Cc1cc(/C=C2/NC(=O)N(c3ccccc3)C2=O)c(C)n1-c1cccnc1	?	·
Cc1ccc(S(=O)(=O)N(C)C)cc1NC(=O)COC(=O)C1(c2ccccc2)CC1	i	-9.5
Cc1ccc(S(=O)(=O)N2CCCCC2)cc1NS(=O)(=O)c1ccc(Cl)c(C(=O)O)c1	?	·
Cc1cccc(-n2cc(CN3CCN(C(=O)c4ncn[nH]4)CC3)c(-c3cccc(F)c3)n2)c1	25.3%	4.0

(list continues)
SMILES	Lipid storage S3	Lipid storage S3 cell count max
Cc1cccc(-n2c(C)nc3cc(C(=O)NCC4CCCO4)ccc32)c1 (centres undefined)	i	·
COc1ccc(CCn2c(C(C)C)nc3oc4ccccc4c(=O)c3c2=O)cc1	-6.0%	-4.9
CC(C)CCNC(=O)CSc1nc2ccccc2s1	16.8%	28.4
CC(C)NC(=S)Nc1ccc2nc3n(c(=O)c2c1)CCCCC3	10.2%	5.4
CC1(C)CCC/C(=C\c2ccccc2)C1=O	18.0%	-20.9
Cn1cc(S(=O)(=O)CC(=O)Nc2ccc3c(c2)OCCO3)c2ccccc21	11.1%	2.6
COC(=O)C1(C)NC(c2ccc(O)cc2)C2C(=O)N(c3ccc(C)cc3)C(=O)C21 (centres undefined)	-17.0%	-5.0
CCOC(=O)[C@H]1[C@H]2COc3ccc(Cl)cc3[C@@H]2N2C(=O)c3cc(C)ccc3NC(=O)[C@@]12C	1.64µM*	·
Cc1ccc(N2C(=O)C3NN=C(C(=O)OCc4ccccc4)C3C2=O)c(C)c1 (centres undefined)	?	·
O=C(O)c1ccc(CN2C(=O)CSC2=S)cc1	?	·
CCC(C)Nc1nc(SC(C(C)=O)C(C)=O)nc(N(C)C)n1 (centres undefined)	?	·
CCOC(=O)C1=C(C)NC(=O)NC1c1ccc2c(c1)OCCO2 (centres undefined)	10.1%	-2.9
Nc1c(C(=O)N2CCCC2)sc2nc(-c3ccccc3)ccc12	?	·
COc1cc(C(C)=O)ccc1Oc1ncnc2c1cnn2-c1ccccc1	?	·
CN(C)c1ccc(CNC(=O)c2ccc(CNc3c(N4CCCCC4)c(=O)c3=O)cc2)cc1	?	·
Cc1cnc(NC(=O)c2nn(C)cc2[N+](=O)[O-])s1	?	·
CN(C)S(=O)(=O)c1ccc(C(=O)OCC(=O)Nc2ccccc2OC(F)F)cc1	i	·
Cc1ccccc1C(=O)Nc1cccc(-c2ccc3nncn3n2)c1	-1.9%	10.3
NS(=O)(=O)c1ccc(CNC(=O)c2cccc(S(=O)(=O)N3CCc4ccccc43)c2)cc1	0.8%	-11.8
CCOc1ccc(-n2c(SC(C)C)nc3c(c2=O)SCC3)cc1	?	·
O=C(CSc1nc(Nc2ccccc2)nc(N2CCOCC2)n1)Nc1ccc2c(c1)OCCO2	5.8%	-21.1
COc1ccccc1Oc1ccc2c(c1)C(=O)N(c1ccc(Br)c3cccnc13)C2=O	?	·
Cc1cccc(NC(=O)/C(C#N)=C\c2cn(CC(=O)O)c3ccccc23)c1	?	·
CCOC(=O)c1nnn(-c2nn3nnnc3c3ccccc23)c1C	?	·
Cc1cc2c(cc1S(=O)(=O)C(C)CC(=O)NCc1ccco1)OCC(=O)N2 (centres undefined)	i	7.8
CC(=O)Nc1ccc(S(=O)(=O)NCC2CCC(C(=O)NCCCOC(C)C)CC2)cc1 (centres undefined)	?	·
CCOC(=O)c1ccc(NC(=O)CC2C(=O)OCCN2CC)cc1 (centres undefined)	-15.1%	·
O=[N+]([O-])c1ccc2nc(-c3cccnc3)[nH]c2c1	?	·
Cc1cc(C)cc(C(=O)N2CC(C)OC(C)C2)c1 (centres undefined)	-3.6%	20.2
O=C(CSc1nnc(CNC(=O)c2ccccc2)o1)NCc1ccccc1	?	·
CN(C)S(=O)(=O)c1cccc(NC(=O)CCNC(=O)c2ccccc2Cl)c1	7.8%	3.3
CN(CCNC(=O)C1(O)c2ccccc2NC(=O)N1c1ccccc1)Cc1ccccc1 (centres undefined)	?	·
Cc1ccc(C(=O)C2CCN(S(=O)(=O)c3ccc(C(=O)O)cc3)CC2)cc1	?	·
CC(C)Cc1ccc(CN2CCCC(NC(=O)CCCN3CCCC3=O)C2)cc1 (centres undefined)	-1.5%	7.9
Cc1cc(-c2csc(NCc3ccccc3)n2)c(C)n1C	0.6%	16.5
COCCNC(=O)c1cc2sc3ccccc3c2s1	?	·
Cc1c(NC(=O)CN2CCN(c3ccccc3)CC2)c(=O)n(-c2ccccc2)n1C	-6.7%	·
O=C(Nc1ccc2sccc2c1)c1ccc(Cl)s1	?	·
O=C(c1ccco1)N1CCCC(c2nc3c(nnn3Cc3ccc(Cl)cc3Cl)c(=O)[nH]2)C1 (centres undefined)	?	·
Nc1ccc(C(=O)N2CCCC2)cc1	2.7%	6.9
Cc1c(NCc2ccncc2)cccc1C(=O)O	13.9%	18.7
CC(NC(=O)c1ccncc1)C(C)(C)C (centres undefined)	?	·
COc1cccc2[nH]c3ccccc3c(=O)c12	26.4%	-24.0
CCC1(c2ccc(Cl)cc2)NC(=S)N(c2ccc(C)cc2)N1 (centres undefined)	?	·
c1cncc(-c2nn3c(Cn4nnc5ccccc54)nnc3s2)c1	?	·
O=C(CN1C(=O)C2C3C=CC(C3)C2C1=O)Nc1nncs1 (centres undefined)	?	·
O=C(Nc1ccccc1)NC(Cc1ccc(O)cc1)C(=O)O (centres undefined)	?	·
COc1cccc(/C=N\n2c(C)nnc2C)c1OC	?	·
O=C(NC1CCCCCC1)C(=S)NCCc1ccccc1	?	·
C/C(=N\O)C1/C(=N/O)CC2C1C2(C)C (centres undefined)	?	·
Later entries
SMILES	Lipid storage S3	Lipid storage S3 cell count max
CC(C)c1nccn1S(=O)(=O)c1cc(Cl)ccc1Cl	?	·
CCOC(=O)CCC(NC(=O)CCCCCCCCC(=O)NC(CCC(=O)OCC)C(=O)OCC)C(=O)OCC (centres undefined)	-6.0%	2.5
CCN1CCc2c(C#N)c(N3CCOCC3)nc(N3CCOCC3)c2C1	3.5%	9.3
CCOc1ccc2[nH]c3ncccc3c(=O)c2c1	25.0%	3.5
Cc1cccc(NCc2ccccc2OCc2ccccc2F)c1	-4.1%	-13.5

Some of the compounds tested; the hit share may differ from the screen's.
